ELG1 repair inh: blocks ELG1-dependent DNA repair in HEK293T cells; HEK293T ELG1-luciferase reporter, luminescence, 16 h; DNA damage induced by 5-fluorouridine; Potency, µM (series often up to 46.1 µM), for inactives: at the top dose activity change, negative = inhibition, actives largely listed as inhibitors; hit rate 2.3% among 330,000; AID 504467; also: potency is read from the fitted curve at half-maximal effect; % is scaled to controls: 0 for no effect and ±100 for the full control effect; nearly all actives have a fitted effect of over 55% in size
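Cells (2,000 per well) received 5-fluorouridine plus test compound or DMSO and were incubated 16 hr at 37 °C, 5% CO2. Luciferase activity was read by luminescence 30 min after ONE-Glo addition; signal suppression marked inhibition of damage-induced ELG1 function.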
RORg inh: blocks mouse ROR gamma transcriptional activity | Potency, µM (doses to about 53.6 µM), without a hit: at the highest dose activity change, negative = inhibition, hits mostly inhibitors | Drosophila S2 Gal4-RORgamma UAS-luciferase reporter, 20 h | hit rate 5.4% among 310,000; also: potency is read from the fitted curve at half-maximal effect; % is scaled to controls: 0 for no effect and ±100 for the full control effect; nearly all actives have a fitted effect of over 60% in size
Target sequence (P51450 whole entry, looked up, the tested form may be a part): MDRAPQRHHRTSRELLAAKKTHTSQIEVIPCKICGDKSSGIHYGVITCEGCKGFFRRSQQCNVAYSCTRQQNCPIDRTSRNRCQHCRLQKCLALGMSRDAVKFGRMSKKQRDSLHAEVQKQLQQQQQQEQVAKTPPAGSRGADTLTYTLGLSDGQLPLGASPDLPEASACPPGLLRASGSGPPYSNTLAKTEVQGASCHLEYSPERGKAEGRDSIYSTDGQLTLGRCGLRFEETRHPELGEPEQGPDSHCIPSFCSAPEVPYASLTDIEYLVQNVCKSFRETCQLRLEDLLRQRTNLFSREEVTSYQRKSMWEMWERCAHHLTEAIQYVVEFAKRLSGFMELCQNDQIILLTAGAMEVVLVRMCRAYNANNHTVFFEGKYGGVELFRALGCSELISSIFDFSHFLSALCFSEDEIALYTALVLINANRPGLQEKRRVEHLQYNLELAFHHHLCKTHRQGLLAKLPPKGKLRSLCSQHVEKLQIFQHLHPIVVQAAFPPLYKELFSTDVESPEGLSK
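In this cell-based reporter format, copper sulfate (700 uM final) drives Gal4–ROR gamma fusion expression from a metallothionein promoter in Drosophila Schneider cells; compounds preincubated 1 hr, reporter read after 20 hr at ambient temperature.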
Tb PFK block: inhibitors of T. brucei phosphofructokinase | Potency, µM (top dose mostly 57.5 µM), without a hit: at the top dose activity, negative = inhibition, usual class: inhibitors | T. brucei PFK, ADP-Glo luminescence | hit rate 0.17% among 330,000;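 also: potency is read from the fitted curve at half-maximal effect; 0% = uninhibited 1x PFK enzyme wells and -100% = no-enzyme wells; nearly all actives have a fitted effect of over 60% in size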
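ADP-Glo luminescence quantified ADP after 45 min at room temperature, with 1.25 nM T. brucei PFK, 0.1 mM ATP and 0.5 mM fructose-6-phosphate in pH 8.0 TEA buffer. qHTS titrations up to 57 µM; curves classified by quality.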
FLuc counter: firefly luciferase modulation, counter-screen for miR-21 project; P08659; purified FLuc, Km substrates, luminescence inhibition; Potency, µM (top dose mostly 57.5 µM), for inactives: top-dose activity change, negative = inhibition, usual class: inhibitors; hit rate 6.9% among 360,000; AID 588342;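 also: potency is read from the fitted curve at half-maximal effect; plate controls were vehicle for no effect and reference inhibitor for full effect; nearly all actives have a fitted effect of over 55% in size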
Target sequence (P08659 whole entry, looked up): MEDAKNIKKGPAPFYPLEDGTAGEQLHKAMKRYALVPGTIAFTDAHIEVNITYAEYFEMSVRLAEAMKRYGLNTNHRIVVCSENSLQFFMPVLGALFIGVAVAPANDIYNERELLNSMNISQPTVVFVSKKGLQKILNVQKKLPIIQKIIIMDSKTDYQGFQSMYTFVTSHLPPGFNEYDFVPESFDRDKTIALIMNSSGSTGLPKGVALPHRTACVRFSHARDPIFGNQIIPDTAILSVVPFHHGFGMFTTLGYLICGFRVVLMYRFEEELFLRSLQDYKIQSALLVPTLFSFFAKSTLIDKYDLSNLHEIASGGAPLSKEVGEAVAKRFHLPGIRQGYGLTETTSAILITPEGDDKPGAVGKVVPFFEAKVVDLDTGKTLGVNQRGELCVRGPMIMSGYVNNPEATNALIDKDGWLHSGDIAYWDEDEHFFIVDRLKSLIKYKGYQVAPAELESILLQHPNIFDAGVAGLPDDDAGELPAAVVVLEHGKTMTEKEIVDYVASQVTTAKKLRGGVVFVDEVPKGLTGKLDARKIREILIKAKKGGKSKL
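Biochemical qHTS of compounds, final roughly 60 µM downward over six points, against 10 nM purified firefly luciferase using Km concentrations of substrates (10 uM D-luciferin, 10 uM ATP) in Tris acetate pH 7.5 buffer; luminescence output.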
ELG1 genotoxic: inducers of genotoxicity in HEK293T ELG1-luciferase cells | HEK293T ELG1-luciferase reporter, luminescence, 16 h | Potency, µM (doses to about 46 µM), for the others: top-dose activity change, positive = activation, usual class: activators | hit rate 1.3% among 330,000; also: potency is read from the fitted curve at half-maximal effect; % of control where 0% means no effect; nearly all actives have a fitted effect of over 60% in size
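Luminescence read-out: rising ELG1-luciferase signal, reflecting elevated ELG1 protein under genetic stress, flags genotoxic compounds. Cells were treated for 16 hr at 37 °C before ONE-Glo detection.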
BRCA1 expr up: BRCA1 expression activation; MCF7-BRCA1-FFLuc reporter, luminescence, 48 h; response scale: scaled: vehicle 0%, 10 µM genistein 100%; Potency, µM (top dose mostly 46.1 µM), inactives show top-dose activation, most hits filed as activators; hit rate 1.1% among 380,000; AID 624202; also: potency is read from the fitted curve at half-maximal effect; nearly all actives have a fitted effect of over 80% in size; some results filed as inactive show a strong effect at the top dose
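Luminescence from a BRCA1-driven firefly luciferase in MCF7 cells was the read-out, taken 15 min after substrate addition following 48 h compound exposure at 37 °C. Data were normalized to a 10 microM genistein control and DMSO vehicle.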
p53 reactivator: mutant p53 re-activation in reporter cells. H1299 p53-A138V BP100-luciferase reporter, luminescence, 24 h. Potency, µM (highest dose often 92.2 µM), without a hit: at the top dose activity change, positive = activation, actives largely listed as activators. hit rate 0.063% among 320,000; also: potency is read from the fitted curve at half-maximal effect; % of control where 0% means no effect; nearly all actives have a fitted effect of over 45% in size
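p53-null H1299 cells stably carrying temperature-sensitive p53-A138V and a BP100-luciferase reporter were pinned with compounds (4-point, 1:5 series) and held 24 hrs at 37 deg C. Luminescence was read 10 min after detection reagent.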
NPC1 promoter act: activators of NPC1 promoter | hit rate 2.4% among 320,000 | AID 485313 | Huh7 NPC1 promoter luciferase reporter, 24 h | Potency, µM (highest dose often 9.22 µM), inactives show at the highest dose activation, actives largely listed as activators;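 also: potency is read from the fitted curve at half-maximal effect; % of control where 0% means no effect; nearly all actives have a fitted effect of over 60% in size; reporter is driven by a mutant NPC1 promoter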
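Cells: Huh7 expressing luciferase under the NPC1 promoter, 1500/well. Seeded 2 h, compound added, incubated 24 h at 37 °C. Luciferase reagent, 10 min ambient, then luminescence.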
TRPV1 agonist: human TRPV1 agonism | Q8NER1 | TRPV1-expressing cells, Fluo-8 calcium influx, agonist mode | activation, % at 8.33 µM | hit rate 0.19% among 320,000; in the data active = activation above about 80%; inconclusive = between about 30% and that limit; also: 0% is about no effect
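Fluo-8 calcium influx in TRPV1-expressing cells, kinetic read (ex 480/em 520 nm). Compound added and read 3 min for agonist activity, followed by capsaicin at EC20 final and 2 min further read for enhancement.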
Gal4-VP16 FLuc: Gal4-VP16 reporter inhibition counter-screen | Drosophila S2 Gal4-VP16 UAS-luciferase, luminescence, 20 h | Potency, µM (titrated, usually from 53.6 µM), inactives show at the highest dose activity, negative = inhibition, most hits filed as inhibitors | hit rate 3.5% among 310,000 | AID 2546;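 also: Gal4-VP16 expression switched on by copper sulfate through the metallothionein promoter; potency is read from the fitted curve at half-maximal effect; % is scaled to controls: 0 for no effect and ±100 for the full control effect; nearly all actives have a fitted effect of over 50% in size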
Rab9 promoter act: activates the Rab9 promoter; Huh7 Rab9 promoter-luciferase reporter, luminescence, 24 h; hit rate 2.8% among 320,000; Potency, µM (titrated, usually from 9.22 µM), for the others: at the highest dose activation, negative = inhibition, hits mostly activators; also: potency is read from the fitted curve at half-maximal effect; % of control where 0% means no effect; nearly all actives have a fitted effect of over 60% in size
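Luminescence from Amplite-detected luciferase (10 minutes, ambient) reports Rab9 promoter activation. Before that, stable Rab9-luciferase Huh7 cells (1500/well, reduced-serum OP-MEM I plus 10% FBS) were exposed to compound for 24 hours at 37C.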
An asterisk follows results filed as active; ? = inconclusive; / = not tested or not shown; & = joins results of further samples; [ ] = another dose, or the depositor's remark. Unless noted, calls follow the shape of the dose curve; as a rule, active = well fitted curve in the direction sought with a large enough effect; inconclusive = small, poorly fitted or top-dose-only effect, or another doubt; inactive = no such curve, though single readings can be large; an effect the other way counts as inactive or inconclusive.

mol	ELG1 repair inh	RORg inh	Tb PFK block	FLuc counter	ELG1 genotoxic	BRCA1 expr up	p53 reactivator	NPC1 promoter act	TRPV1 agonist	Gal4-VP16 FLuc	Rab9 promoter act
COc1cc(S(=O)(=O)Nc2cc(C)cc(C)c2)ccc1F	?	9%	0%	-2%	-1%	-71%	-4%	-5%	0	?	-10%
O=C(Cc1c[nH]c2ccccc12)NCC(=O)Nc1ccc(F)c(F)c1F	2%	/	-11%	2%	2%	-15%	-1%	0%	0	/	2%
Cc1ccc(/C=C/C(=O)OCC(=O)Nc2cccnc2Cl)o1	4%	/	11%	/	4%	-6%	4%	/	/	/	/
O=C(CCC1COc2ccccc2O1)N1CCCC1 (centres undefined)	?	8%	8%	0%	3%	34%	15%	7%	5	21%	10%
O=C(Nc1ccccc1Cc1ccccc1)c1ccncc1	8%	-2%	-3%	?	0%	-10%	-4%	-5%	3	-8%	0%
CC(NC(=O)c1ccc(Br)o1)C1CCCO1 (centres undefined)	10%	-16%	0%	-2%	7%	-12%	-2%	15%	-3	-9%	5%
O=C(CCS(=O)(=O)c1cc(Br)cc2c1N(C(=O)C1CC1)CC2)N1CCN(c2ccccn2)CC1	0%	10%	7%	-3%	-6%	5%	0%	1%	-2	-7%	15%
O=C(NC1CCCC1)C1CCN(C(=O)Nc2cccc(Cl)c2)CC1	-9%	-13%	0%	-1%	0%	-5%	-1%	0%	10	21%	15%
CN(CC(=O)Nc1ccccc1Cl)C(=O)C1CSC2(C)CCC(=O)N12 (centres undefined)	9%	/	14%	-6%	-4%	13%	3%	3%	3	/	1%
Cn1nnc2cc(C(=O)N3CCN(c4ccccc4)CC3)ccc21	16%	13%	-3%	4%	-1%	15%	-4%	0%	-13	4%	3%
CN(C(=S)NC1=CCS(=O)(=O)C1)C1CCCCC1	27%	?	-6%	-2%	1%	7%	-6%	10%	2	16%	9%
COc1cc(NC(=O)c2ccc(Cl)cc2)c(OC)cc1NC(=O)CN1CCOCC1	?	-6%	-3%	?	-3%	16%	13%	0%	-4	1%	-1%
CCN(CC)c1ccc(/C=C/C(=O)c2ccc(Br)cc2)cc1	10%	?	4%	17µM*	1%	-8%	?	-10%	123*	-7%	-2%
O=C(Nc1ccccc1F)c1ccc(Cn2cc(Br)cn2)cc1	?	7%	-26%	?	10%	44%	-1%	3%	26	-14%	?
Cc1nc(N2CCCCC2)c2c(C)c(C(=O)Nc3cccc(C(F)(F)F)c3)sc2n1	?	-31%	-6%	5%	-12%	-68%	1%	-7%	-15	?	2%
CC1Cc2ccccc2N1C(=O)CSc1nnc(-c2ccccc2)c(-c2ccccc2)n1 (centres undefined)	?	4%	2%	2%	-5%	-72%	15%	-5%	-1	-3%	-1%
O=C(CSc1cccc2cccnc12)N/N=C/c1cccc(O)c1	-20%	18%	-5%	-13%	-8%	-1%	-4%	0%	0	4%	0%
COc1ccc(CCNc2nc3ccccc3n3nnnc23)cc1OC	?	1%	2%	-13%	23%	2%	21%	11%	9	1%	2%
CC1Cc2cc(/C(O)=C3\C(=O)C(=O)N(Cc4cccnc4)C3c3ccccc3F)ccc2O1 (centres undefined)	17%	-8%	0%	2%	-1%	0%	5%	6%	-2	-5%	11%
CC(=O)c1c(C)[nH]c(C(=O)OCC(=O)NCc2ccc3c(c2)OCO3)c1C	?	/	0%	3%	-5%	-28%	-4%	-1%	0	/	-5%
CN(C(=O)c1ccc2nccnc2c1)C1CCCCC1	?	-9%	1%	-6%	5%	57%	4%	9%	-1	-4%	-1%
O=C(CCn1c(=O)[nH]c2ccsc2c1=O)N(CCc1ccccc1)Cc1ccccc1	?	14%	-5%	4%	-15%	-32%	0%	1%	?	-4%	-1%
CCN(CC)C(=O)C1CCCN(Cc2ccc3ccccc3c2)C1 (centres undefined)	-1%	1%	-1%	-2%	-6%	-44%	26%	-5%	2	-8%	0%
COc1ccccc1N1CCN(Cc2nc(-c3ccc(F)cc3)oc2C)CC1	-26%	-24%	-1%	0%	-8%	-22%	-2%	-8%	9	12%	2%
CC(C)CN(C)C(=O)CCc1nnc(Cc2ccc(-c3ccccc3)cc2)o1	-20%	18%	0%	?	-4%	1%	-2%	0%	-4	-10%	17%
Cc1ccc(O)c(-c2[nH]ncc2C(=O)c2ccc(Cl)cc2)c1	-3%	-15%	-1%	-2%	0%	-30%	-6%	-4%	3	4%	-1%
CCCCNS(=O)(=O)c1ccc2nc(-c3cccnc3)cc(C(=O)NCCCOC)c2c1	0%	8%	-3%	-1%	7%	-3%	-2%	-4%	-1	-9%	-9%
CC1CN(C(=O)C2CC2)C(C)CN1C(=O)C1CC1 (centres undefined)	15%	-9%	-8%	0%	0%	-7%	1%	-3%	-10	?	-3%
Nc1ccc(N2CCN(C(=O)c3ccco3)CC2)cc1	15%	-34%	1%	0%	2%&0%	3%&0%	-4%	20%	0	6%	23%
O=C1CC(c2ccccc2)CC(O)=C1C=NCc1ccc(Cl)cc1 (centres undefined)	-3%	6%	-2%	-2%	1%	-7%	0%	-3%	4	-6%	3%
CN(C)C(=O)c1ccc(NC(=O)c2cncc(Br)c2)cc1	?	43%	-10%	?	-4%	11µM*	?	17%	3	?	22%
CCN(CC)C(NC(=O)Cc1ccccc1)C(Cl)(Cl)Cl (centres undefined)	7%	8%	-1%	0%	-1%	5%	1%	0%	2	0%	0%
O=C(NCC(=O)N1CCN(c2ccccc2O)CC1)c1ccccc1	?	-9%	-4%	?	4%	61%	19%	18%	-1	-20%	?
Nc1ccc(C(=O)OCC(=O)Nc2ccc3c(c2)OCO3)cc1[N+](=O)[O-]	2%	17%[10 µM]	1%	2%	2%	-5%	6%	-7%	-3	-22%	-6%
CCCCN(C(=O)COC(=O)c1ccc(C)s1)c1c(N)n(CCC)c(=O)[nH]c1=O	9%	/	7%	/	8%	-9%	-9%	/	/	/	/
O=c1cc(-c2ccc(O)cc2)oc2ccc3ccccc3c12	?	/	-26%	0.067µM*	?	-71%[inhibitor]	-3%	0.89µM*	?	/	?
Cc1noc(C)c1CN(C(=S)NC1CC1)c1ccccc1	9%	40%	3%	2%	1%	-3%	7%	-2%	0	0%	1%
COc1ccc(-c2nc(CN3CCN(Cc4ccccc4)CC3)c(C)o2)cc1	?	-25%	-3%	-20%	-6%	-10%	?	-3%	-4	-1%	-5%
O=C(COc1ccc(Br)cc1)Nc1ccccc1C(=O)NC1CC1	-8%	/	4%	1%	0%	-16%	-3%	0%	0	/	-4%
CCCOc1ccc(C(=O)NC(C)C(=O)O)cc1 (centres undefined)	?	0%	4%	-9%	6%	14%	2%	2%	3	0%	-7%
Cc1cccc(C)c1Nc1nnc(SC(C)C(=O)Nc2c(C)n(C)n(-c3ccccc3)c2=O)s1 (centres undefined)	-7%	17%	0%	2%	0%	4%	-2%	1%	-2	-3%	-5%
Cc1cc(NC(=O)CSc2nc(C3CC3)nc3sc(C)c(C)c23)no1	?	-108%	-4%	-13%	10%	-86%	-3%	-21%	4	?	-25%
COc1ccccc1NC(=O)C(C)OC(=O)CCCOc1ccccc1 (centres undefined)	-8%	/	-13%	1%	0%	-1%	0%	5%	1	/	7%
Cc1ccc(C)c(-n2c(SCC(=O)Nc3nnc(C)s3)nnc2-c2ccoc2C)c1	5%	16%	4%	6%	2%	-11%	-2%	-2%	-2	-3%	-5%
COc1ccc2[nH]c(=O)c(CN(Cc3ccccc3OC)Cc3nnnn3CC3CCCO3)cc2c1 (centres undefined)	16µM*	-33%	-2%	-2%	-8%	-2%	-4%	8%	-1	-24%	6%
Cc1ccc(NC(=O)c2sc(Cl)nc2-c2ccccc2)cc1C	-8%	0%	1%	0%	-2%	-33%	2%	-1%	13	20%	2%
CCOc1ccc(OCC)c(NC(=O)CSc2nc3cccnc3n2C)c1	?	?	2%	0%	-2%	-27%	-5%	-1%	6	2%	-7%

Screening results: PubChem BioAssay, National Center for Advancing Translational Sciences (NCATS)
